Pol iota inh: qHTS for Inhibitors of Polymerase Iota; DNA polymerase iota (Homo sapiens), Q9UNA4; Potency, µM (highest dose often 115 µM), without a hit: at the top dose activity, negative = inhibition, most hits filed as inhibitors; Pol iota fluorescent replication assay, 10 min; AID 588590, 2011; hit rate 1% among 390,000
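Pol iota at 10 nM preincubated 15 min with compounds at room temperature; reaction started with fluorescent substrate, 50 nM final. Fluorescence read kinetically at 0 and 10 min; buffer-only wells as negative control.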
Tb PGK inh: qHTS Assay to Find Inhibitors of Phosphoglycerate Kinase; hit rate 0.043% among 380,000; Potency, µM (series often up to 57.5 µM), for the others: top-dose activity change, negative = inhibition, actives largely listed as inhibitors; PGK/GAPDH coupled, Kinase-Glo luminescence, 60 min; Phosphoglycerate kinase, glycosomal (Trypanosoma brucei brucei), P07378; further: on the % scale 0 is the no-effect control and ±100 the full control effect; nearly all actives have a fitted effect of over 60% in size
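Luminescent ATP detection (Kinase-Glo Plus) follows a 60-minute room-temperature incubation, with wells lacking PGK as controls. Buffer: 100 mM TEA (pH 7.6), 5 mM MgCl2, 0.01% Tween-20. Coupling enzyme GAPDH (100 nM final) supplies unstable 1,3-BPG in-well.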
BLM inh: qHTS Assay for Inhibitors of Bloom's syndrome helicase (BLM); RecQ-like DNA helicase BLM (Homo sapiens), P54132; recombinant BLM DNA unwinding, fluorescence dequenching; Potency, µM (titrated, usually from 56.1 µM), without a hit: at the highest dose activity change, negative = inhibition, actives largely listed as inhibitors; hit rate 0.2% among 350,000;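 further: plate controls were vehicle for no effect and no enzyme for full effect; nearly all actives have a fitted effect of over 35% in size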
HP1b chromo inh: HTS for Inhibitors of HP1-beta Chromodomain Interactions with Methylated Histone Tails; Chromobox protein homolog 1 (Homo sapiens), P83916; AlphaScreen HP1-beta / biotin-H3K9me3 peptide binding; Potency, µM (series often up to 114 µM), without a hit: at the top dose activity change, negative = inhibition, actives largely listed as inhibitors; hit rate 0.56% among 390,000; AID 540317, 2011; further: nearly all actives have a fitted effect of over 70% in size; inactives centre near 23
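Compound inhibition of the preformed complex between 50 nM HP1-beta and 50 nM biotinylated H3K9me3 peptide was read by AlphaScreen. Buffer was PBS pH 7.4 with 0.01% Tween-20. Incubations ran 30 min at room temperature, with 10 ug/mL donor/acceptor beads.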
JMJD2A Tudor: qHTS Assay for Inhibitors of JMJD2A-Tudor Domain; Lysine-specific demethylase 4A (Homo sapiens), O75164; AlphaScreen JMJD2A-Tudor / H3K4me3 peptide binding; Potency, µM (top dose mostly 114 µM), inactives show at the top dose activity change, negative = inhibition, hits mostly inhibitors; hit rate 4.4% among 390,000; further: on the % scale 0 is the no-effect control and ±100 the full control effect; nearly all actives have a fitted effect of over 50% in size
BAZ2B inh: qHTS Assay for Inhibitors of BAZ2B; hit rate 4.4% among 360,000; Bromodomain adjacent to zinc finger domain protein 2B (Homo sapiens), Q9UIF8; AlphaScreen BAZ2B-H3K14Ac peptide displacement; Potency, µM (highest dose often 114 µM), for the others: at the highest dose activity change, negative = inhibition, most hits filed as inhibitors; further: on the % scale 0 is the no-effect control and ±100 the full control effect; nearly all actives have a fitted effect of over 60% in size
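AlphaScreen displacement of biotin-H3(5-23)K14Ac peptide (50 nM final) from BAZ2B (50 nM final) in PBS pH 7.4, 0.01% Tween-20; complex preformed 30 min RT, then compounds (top 110 uM) 30 min RT, beads 20 min dark.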
Pin1 inhibitor: qHTS Assay to Find Inhibitors of Pin1; Peptidyl-prolyl cis-trans isomerase NIMA-interacting 1 (Homo sapiens), Q13526; Potency, µM (top dose mostly 115 µM), without a hit: top-dose activity, negative = inhibition, actives largely listed as inhibitors; AID 504891, 2011; Pin1 FP peptide displacement, HiFluor488, 10 min; hit rate 0.009% among 390,000; active means well fitted inhibition curve with a large enough effect in the polarisation, with a control signal flat, not every such curve was filed as active; inconclusive means small, poorly fitted or top-dose-only effect, or effect the other way, or a change in a side signal; inactive means no such curve, though single readings can be large or run the other way; the % refers to the polarisation; further: on the % scale 0 is the no-effect control and ±100 the full control effect
G9a block: qHTS Assay for Inhibitors of Histone Lysine Methyltransferase G9a | Histone-lysine N-methyltransferase EHMT2 (Homo sapiens), Q96KQ7 | G9a H3K9 monomethylation, AlphaScreen, 2 h | Potency, µM (top dose mostly 102 µM), without a hit: at the top dose activity, negative = inhibition, usual class: inhibitors | hit rate 8.8% among 350,000; further: on the % scale 0 is the no-effect control and ±100 the full control effect; nearly all actives have a fitted effect of over 75% in size
Target sequence (Q96KQ7 913-1193 limits assumed): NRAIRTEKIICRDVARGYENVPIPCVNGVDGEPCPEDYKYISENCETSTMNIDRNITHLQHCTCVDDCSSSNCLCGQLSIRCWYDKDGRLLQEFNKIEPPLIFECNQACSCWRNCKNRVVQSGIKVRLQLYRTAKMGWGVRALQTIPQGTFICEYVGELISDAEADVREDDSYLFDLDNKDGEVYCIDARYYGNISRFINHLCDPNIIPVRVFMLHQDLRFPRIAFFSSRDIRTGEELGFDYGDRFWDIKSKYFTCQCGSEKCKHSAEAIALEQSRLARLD
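G9a (20 nM) was preincubated 15 min with compound, then reacted 2 h at room temperature with 500 nM biotin-H3K9 peptide and 20 µM SAM. Monomethyl-H3K9 detected by AlphaScreen using anti-H3K9me1 antibody.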
GLS inh: qHTS for Inhibitors of Glutaminase (GLS); Glutaminase kidney isoform, mitochondrial (Homo sapiens), O94925; GLS enzymatic activity, qHTS titration; Potency, µM (top dose mostly 45.5 µM), without a hit: at the top dose activity change, negative = inhibition, usual class: inhibitors; hit rate 0.21% among 410,000; AID 624170, 2012; further: on the % scale 0 is the no-effect control and ±100 the full control effect
Target sequence (O94925 whole entry, looked up, canonical isoform): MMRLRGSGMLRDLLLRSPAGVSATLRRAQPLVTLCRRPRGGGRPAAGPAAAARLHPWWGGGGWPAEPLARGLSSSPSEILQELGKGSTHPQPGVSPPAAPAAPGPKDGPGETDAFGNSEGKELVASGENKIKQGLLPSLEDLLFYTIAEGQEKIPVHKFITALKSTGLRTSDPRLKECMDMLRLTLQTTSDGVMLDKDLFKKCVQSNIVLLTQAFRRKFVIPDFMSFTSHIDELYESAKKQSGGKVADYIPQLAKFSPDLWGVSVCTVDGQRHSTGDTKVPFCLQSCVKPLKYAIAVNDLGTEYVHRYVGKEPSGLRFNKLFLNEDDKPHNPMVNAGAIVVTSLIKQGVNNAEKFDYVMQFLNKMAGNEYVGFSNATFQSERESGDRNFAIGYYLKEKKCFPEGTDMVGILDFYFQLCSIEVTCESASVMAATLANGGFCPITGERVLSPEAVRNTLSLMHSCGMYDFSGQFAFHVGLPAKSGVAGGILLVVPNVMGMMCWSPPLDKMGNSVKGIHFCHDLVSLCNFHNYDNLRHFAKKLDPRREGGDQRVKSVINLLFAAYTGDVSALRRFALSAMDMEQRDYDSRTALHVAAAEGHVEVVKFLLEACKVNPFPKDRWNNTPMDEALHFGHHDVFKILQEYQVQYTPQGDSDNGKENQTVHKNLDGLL
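Enzyme dispensed in phosphate buffer (45 mM, pH 8.2, 0.02% Tween-20), compounds pinned in, then 1 mM L-glutamine solution and the glutamate oxidase–HRP–Amplex Red mix added; fluorescence read immediately and again after 30 min at room temperature.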
* marks the source's active call; other numbers are inactive results; i = inactive; ? = inconclusive; nt = not tested or not shown; & = joins results of further samples; [ ] = dose if it differs, or a comment. Unless noted, the call rests on the fitted dose curve; in most records, active means well fitted curve in the direction sought with a large enough effect; inconclusive means small, poorly fitted or top-dose-only effect, or another doubt; inactive means no such curve, though single readings can be large; an effect the other way counts as inactive or inconclusive. Potency means the concentration at half of the fitted maximal effect.

molecule,Pol iota inh,Tb PGK inh,BLM inh,HP1b chromo inh,JMJD2A Tudor,BAZ2B inh,Pin1 inhibitor,G9a block,GLS inh
CC1(C)C(=O)C2(C(=O)NCc3ccccc3)CCC1C2 (configuration not stated),22%,5%,0%,36%,7%,6%,-5%,12%[12.7 µM],-14%
COc1ccc(NC(=O)C2CCC(=O)N2S(=O)(=O)c2ccc(C)cc2)cc1Cl (configuration not stated),3%,-6%,-3%,24%,4%,-14%,-1%,10%,0%
O=C(CCOc1ccccc1)Nc1cccc([N+](=O)[O-])c1,29%,0%,-4%,29%,-12%,-28%,0%,-20%,-3%
COC/C=C/C1=CC2=CC(=O)C(C)(OC(=O)c3cnc4ccccc4n3)C(=O)C2=CN1Cc1ccc(OC)cc1 (configuration not stated),?,-13%,-17%[12.4 µM],11%,?,?,?,-37%[59 µM],-8%
CC(C)NC(=O)NC(=O)COC(=O)c1ccccc1F,15%,0%,3%,9%,-23%,-1%,0%,10%,7%
O=S(=O)(c1cnc(Cl)c(Cl)c1)N1CCCc2ccccc21,3%,i,-7%,130%[activator],69%[activator],44%[activator],-12%,21%[59 µM],0%
COc1ccccc1N1CCN(c2cc(N3CCCC3)nc(C)n2)CC1,11%,1%,1%,-9%,-11%,-4%,-1%,13%[59 µM],16%
O=C(CN1C(=O)/C(=C/c2ccccc2)SC1=S)N1CCN(CCc2ccccn2)CC1,45%[activator],1%,-5%,-12%,?,-14%,0%,nt,-4%
O=S(=O)(c1cccc(-c2nnco2)c1)N1CCOCC1,60%[activator],i,-1%,25%,-2%,6%,-2%,15%,-11%
N#CC(CCc1ccccn1)c1ccccc1 (configuration not stated),85%[activator],5%,nt,14%,2%,nt,3%,nt,5%
CC(=O)Nc1c(O)[nH]c2ccccc12,-8%,-8%,1%,23%,-9%,-3%,-3%,-15%[59 µM],-1%
O=C(Nc1nc(-c2ccc(S(=O)(=O)N3CCCC3)cc2)cs1)C1COc2ccccc2O1 (configuration not stated),3%,-3%,-4%,3%,-12%,7%,15%,-8%[12.7 µM],-2%
COC(=O)C1=C(C(=O)OC)C(c2cc([N+](=O)[O-])ccc2O)c2sc(=O)[nH]c2S1 (configuration not stated),-7%,-8%,0%,20%,-3%,?,-10%,45µM*,50%[activator]
COc1ccccc1N(C(=O)NCc1ccccc1)C1=NCC(C)S1 (configuration not stated),-7%,4%,-9%,68%[activator],26%,12%,-4%,41%[activator],13%
COc1ccc(NC(=O)CSc2nc(C)cs2)cc1OC,23%,-4%,-2%,23%,-24%,-20%,-1%,-6%,2%
CC(=O)/C=C1\N(C)c2ccc(C)cc2C1(C)C,25%,-9%,-4%,30%,-13%,-25%,4%,-40%,-9%
CCOc1ccc(NC(=O)CN(c2ccc(C)cc2)S(=O)(=O)c2c(C)nn(C)c2C)cc1,43%[activator],i,-3%,37%,16%,-18%,6%,-7%,-4%
COc1ccc(N(C(=O)c2cccnc2)S(=O)(=O)c2cccs2)cc1,23%,-1%,0%,53%[activator],-15%,-15%,-5%,-22%,9%
CCCCOC(=O)c1ccc(NC(=O)CC2NCCNC2=O)cc1 (configuration not stated),-4%,-3%,-3%,5%,-10%,-10%,1%,4%[59 µM],1%
COc1cccc(-c2cc(C(=O)N/N=C/c3ccc(OC)c(COC(C)=O)c3)c3ccccc3n2)c1,8%,1%,-7%,-14%,-24%[11.4 µM],-5%,19%,-1%,0%
CCC1CCc2nc3sc(C(=O)Nc4cccc(C(F)(F)F)c4)c(N)c3cc2C1 (configuration not stated),-7%,-3%,-4%,30%,-4%,6%,21%,-26%[59 µM],-17%
CC(=O)N1CCc2c(sc(NC(=O)c3ccc4c(c3)OCCO4)c2C#N)C1,27%,1%,-8%,39%[activator],-9%,11%,63%[activator],?,24%
O=C(O)CC/C(=N\NC(=O)c1ccccc1)c1cccs1,85%[activator],6%,-2%,5%,-15%,-17%,2%,-2%,4%
O=C(NCC1CCCO1)c1ccc(COc2ccccc2)cc1 (configuration not stated),43%[activator],-4%,-8%,29%,-6%,-7%,-8%,11%,-2%
CCCc1nnc(NC(=O)Cc2coc3cc(C)cc(C)c23)s1,5%,-3%,6%,12%,-23%,-3%,6%,4%[59 µM],1%
Cn1nnnc1SCC(=O)N1CCCCC1,7%,-4%,2%,21%,1%,10%,-5%,19%,-13%
CN1CCN(C(=O)CN(c2cccc(Br)c2)S(=O)(=O)c2ccccc2)CC1,8%,10%,0%,43%[activator],0%,6%,4%,nt,2%
CCOCCCNC(=O)C(c1ccccc1)N(Cc1cccs1)C(=O)c1ccc(NC(C)=O)cc1 (configuration not stated),13%,0%,-6%,8%,3%,5%,3%,7%[59 µM],-11%
C#Cc1ccc([C@H]2C=C(C(=O)NCc3nc4ccccc4[nH]3)O[C@@H](OCC)[C@@H]2CCCO)cc1,11%,-8%,nt,45%[activator],-12%,nt,8%,nt,-2%
O=C(OCCN1CCOCC1)c1ccc(O)cc1,36%[activator],0%,4%,43%[activator],-5%,9%,-6%,20%[0.501 µM],-3%
CCN1CCN(CCNC(=O)CCc2c(C)c3c(C)nn(-c4ccccc4)c3n(C)c2=O)CC1,31%[activator],-1%,0%,24%,-23%,-2%,-2%,5%,-2%
COc1ccc(OC)c(CCNC(=O)CCn2nc(C)c3c(C)n(-c4ccccc4)nc3c2=O)c1,29%,i,4%,48%[activator],-16%,0%,7%,14%,?
Cc1ccc(Sc2ncccc2COC(=O)Nc2ccccc2)cc1,2%,-1%,-9%,62%[activator],21%,20%,-7%,3%[59 µM],14%
Cc1cc(OCC(=O)N2CCOCC2)ccc1[N+](=O)[O-],62%[activator],1%,0%,26%,-3%,-4%,-5%,-9%[59 µM],0%
O=C(NCc1ccco1)c1cc2c(s1)CCCCC2,?,3%,-6%,8%,-29%,?,-1%,-5%[59 µM],0%
COc1ccc(OC)cc1,-11%&32%,-10%,nt,45%[activator],-6%,nt,-11%,nt,-9%
COc1cc2c(=O)n(CCC(=O)NCC3CCCO3)c(=O)n(CC(=O)Nc3ccc(C)cc3)c2cc1OC (configuration not stated),69%[activator],-3%&-2%,0%&0%,-13%&36%,-18%&2%,2%&-1%,0%&-4%,-2%[59 µM],6%&10%
C=CCC(C(=O)OC)(C(=O)OC)c1ccc([N+](=O)[O-])cn1,16%,1%,-1%,17%,-13%,1%,7%,-12%,3%
CN1/C(=C/C=C(/C#N)C(N)=O)C(C)(C)c2ccccc21,-6%,i,-3%,45%,3%,5%,?,?,-6%
COc1ccc2c(C)c(CCC(=O)NCCc3ccc(OC)c(OC)c3)c(=O)oc2c1,6%,i,-5%,14%,-29%,-11%,10%,0%[59 µM],3%
COc1ccc(NC(=O)Cn2c(C(C)C)nc(C)cc2=O)cc1Cl,11%,6%,-4%,47%[activator],-4%,?,3%,11%,-1%
Cc1ccc(CSc2nc3ccc(NC(=O)C(C)C)cc3s2)cc1,18%,4%,-1%,32%[activator],-7%,-8%,-3%,-27%[59 µM],-10%
COc1ccc2nc(SCC(=O)NC(C)C)[nH]c2c1,7%,-2%,-3%,28%,-10%,8%,1%,-42%[59 µM],0%
CC(C)CC(CSc1ccc(Br)cc1)N1CCN(CCc2ccccc2)CCC1=O (configuration not stated),4%,nt,-7%,12%,-26%,nt,13%,nt,nt
CCCOc1ccc(C2Nc3cccc4cccc(c34)N2)cc1,34%,-2%,-1%,?,40µM*,?,-1%,40µM*,-13%
Cc1ccc(C)c(C(=O)CSc2nc(C)cc(=O)[nH]2)c1,34%,3%,-1%,46%[activator],6%,?,-5%,-20%,4%
CCN(CC)S(=O)(=O)c1ccc(Cl)c(C(=O)NC)c1,2%,1%,-4%,18%,-17%,7%,-10%,5%[59 µM],8%
CCOC(=O)N1CCC(n2c(SCC(=O)c3ccccc3)nc3ccsc3c2=O)CC1,0%,-9%,-1%,17%,-4%,-9%,-6%,nt,2%
CCOc1ccccc1OCC(=O)Nc1cc(C)on1,3%,i,nt,41%[activator],2%,nt,-2%,nt,-4%
CCc1nnc(NS(=O)(=O)c2ccc(NC(=O)CCC(=O)OC)cc2)s1,-8%,8%,-2%,32%,-1%,?,-3%,-11%,-1%
COc1ccc(-c2cn3nc(N4CCCC(C(=O)NCc5ccc(Cl)cc5)C4)sc3n2)cc1 (configuration not stated),8%,i,-2%,15%,-20%,0%,6%,-36%[59 µM],-1%
Cc1c(Br)c([N+](=O)[O-])nn1C(C)C(=O)Nc1ccc2c(c1)OCO2 (configuration not stated),-7%,4%[11.5 µM],-4%,11%,-21%,-32%,-3%,3%,0%
CC1=C(C(=O)Nc2ccc(C(=O)NC(C)c3ccccc3)cc2)SCCO1 (configuration not stated),-3%,-12%,0%,24%,-22%,-35%,2%,-7%,5%

These rows are one share of the data, so the mix of outcomes need not match the whole.
